AT treatment = potential ataxia-telangiectasia treatments restoring KAP-1 phosphorylation; AID 485349; […] A-T fibroblasts, KAP-1 phosphorylation AlphaLISA; neocarzinostatin DNA damage 30 min before lysis; Potency, µM (top dose mostly 57.5 µM), inactives show at the highest dose activation, hits mostly activators; actives 0.19% (n = 320,000); also: potency is read from the fitted curve at half-maximal effect; % of control where 0% means no effect; nearly all actives have a fitted effect of over 45% in size
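ATM-like activity read as KAP-1 phosphorylation via AlphaLISA donor/acceptor antibody pairs after lysis and 6 hr at 25C. Cells were ATM-null patient fibroblasts ([…], hTERT), dosed 60 min, then exposed to the DSB inducer NCS for 30 min.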
TRPV1 ag = activates the human vanilloid receptor TRPV1; Q8NER1; TRPV1-expressing cells, Fluo-8 calcium influx, agonist mode; activation, % at 8.33 µM; actives 0.19% (n = 320,000); AID 540275; in the data active = activation above about 80%; inconclusive = between about 30% and that limit; also: 0% is about no effect
Target sequence (Q8NER1 whole entry, looked up): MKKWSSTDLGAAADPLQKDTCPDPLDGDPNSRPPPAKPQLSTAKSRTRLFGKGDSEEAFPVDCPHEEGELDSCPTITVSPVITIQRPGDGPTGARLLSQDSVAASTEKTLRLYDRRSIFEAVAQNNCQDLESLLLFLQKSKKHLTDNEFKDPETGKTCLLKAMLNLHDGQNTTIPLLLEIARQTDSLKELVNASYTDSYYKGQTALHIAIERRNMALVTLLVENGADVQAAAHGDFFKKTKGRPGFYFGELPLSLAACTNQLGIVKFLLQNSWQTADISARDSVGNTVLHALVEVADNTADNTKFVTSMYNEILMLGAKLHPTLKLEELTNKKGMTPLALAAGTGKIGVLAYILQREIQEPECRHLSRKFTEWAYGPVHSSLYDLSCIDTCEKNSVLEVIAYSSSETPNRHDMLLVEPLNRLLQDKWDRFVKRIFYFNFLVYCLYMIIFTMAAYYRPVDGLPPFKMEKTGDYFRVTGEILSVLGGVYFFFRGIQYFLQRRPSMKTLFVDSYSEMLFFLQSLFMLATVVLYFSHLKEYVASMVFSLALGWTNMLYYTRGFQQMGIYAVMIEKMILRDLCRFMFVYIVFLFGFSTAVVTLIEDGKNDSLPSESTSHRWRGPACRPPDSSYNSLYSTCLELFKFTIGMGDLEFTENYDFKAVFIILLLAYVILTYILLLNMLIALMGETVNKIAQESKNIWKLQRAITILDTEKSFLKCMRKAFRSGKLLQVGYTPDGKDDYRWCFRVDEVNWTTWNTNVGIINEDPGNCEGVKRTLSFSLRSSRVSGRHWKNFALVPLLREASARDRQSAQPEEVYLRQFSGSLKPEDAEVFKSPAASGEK
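Fluo-8 calcium influx in TRPV1-expressing cells, kinetic read (ex 480/em 520 nm). Compound added and read 3 min for agonist activity, followed by capsaicin at EC20 final and 2 min further read for enhancement.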
KCNH2 3.1 block = blocks the human KCNH2 3.1 channel isoform | U2OS KCNH2 3.1, thallium flux FluxOr; stronger effect = lower value | AID 720553 | activity change, % (tested at about 1.8 µM) | actives 0.95% (n = 340,000);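 active = maximum activity change below -70%; inconclusive = maximum activity change from -70% to -50%; inactive = maximum activity change above -50%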;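 also: thallium influx rate constant from kinetic fluorescence after stimulation buffer; % is scaled to controls: 0 for no effect and ±100 for the full control effect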
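FluxOr-based Tl+ influx in U2OS cells transduced with KCNH2 3.1 virus; rate constants normalized to DMSO controls.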
MLL CXXC-DNA inh = inhibitors of human MLL CXXC domain-DNA interaction. Q03164. actives 0.037% (n = 290,000). MLL-CXXC / FITC-HOXA9 DNA fluorescence polarization. Potency, µM (highest dose often 115 µM), for the others: at the highest dose activity change, negative = inhibition, hits mostly inhibitors. AID 2662; active = well fitted inhibition curve with a large enough effect in the polarisation, with a control signal flat, not every such curve was filed as active; inconclusive = small, poorly fitted or top-dose-only effect, or effect the other way, or a change in a side signal; inactive = no such curve, though single readings can be large or run the other way; the % refers to the polarisation; also: potency is read from the fitted curve at half-maximal effect
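Fluorescence polarization: 7 uM MLL-CXXC (stock) preincubated 5 min with compounds, then 50 nM fluorescein-HOX-A9 DNA (stock) added; 30 min ambient. Buffer 50 mM Tris-HCl pH 7.5, 50 mM NaCl, 1 mM DTT, 0.05% BSA.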
S-ASM inh = human S-ASM enzyme inhibition | P17405 | placental ASM, HMU-PC fluorogenic substrate, 60 min | Potency, µM (doses to about 57.5 µM), inactives show top-dose activity change, negative = inhibition, most hits filed as inhibitors | actives 0.006% (n = 340,000) | AID 504937; also: potency is read from the fitted curve at half-maximal effect
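Fluorogenic HMU-PC substrate (9 uM final) is turned over by placental ASM in 60 min at 37 C after a 10 min compound preincubation. Reaction ended by alkaline stop (pH 10), with fluorescence read at 386/447 nm.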
GALK inhibitor = blocks human galactokinase activity; Purified GALK, Kinase-Glo residual ATP luminescence; actives 0.007% (n = 270,000); P51570; Potency, µM (doses to about 57.5 µM), inactives show top-dose activity change, negative = inhibition, most hits filed as inhibitors; also: potency is read from the fitted curve at half-maximal effect; % is scaled to controls: 0 for no effect and ±100 for the full control effect
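Galactose (100 uM) and ATP (35 uM) were turned over by 5 nM GALK for 1 h at RT. Kinase-Glo Plus then converted the remaining ATP into a luminescent signal.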
Coupling enz = counter-screen for Giardia aldolase inhibitors: coupling enzyme system | coupling enzyme system counterscreen, AmpLite Red fluorescence | activity change, negative = inhibition, % at 58.2 µM, hits read low | actives 0.67% (n = 290,000); in the data active = activity change below about -30%; also: % is scaled to controls: 0 for no effect and ±100 for the full control effect
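Fluorescence at 525 nm excitation and 598 nm emission measured inhibition of the coupled detection system without aldolase. Compounds (at 57.5 uM final) were preincubated 10 min at room temperature with coupling enzyme reagent before a 20 min substrate/AmpLite Red step.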
KCNH2 WT inh = inhibitors of human wildtype KCNH2 potassium channel; U2OS, BacMam KCNH2, thallium flux FluxOr; stronger effect = lower value; activity change, % at 1.84 µM; actives 0.37% (n = 340,000);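 active = maximum activity change below -70%; inconclusive = maximum activity change between -70% and -50%; inactive = maximum activity change above -50%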; also: % is scaled to controls: 0 for no effect and ±100 for the full control effect
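U2OS cells transduced with wild-type KCNH2 virus are loaded with FluxOr dye for 45 min, and thallium flux is measured in kinetic reads before and after stimulation buffer. Rate constants are normalized to DMSO controls.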
a7 integrin act = activators of alpha7 integrin expression for muscular dystrophy; alpha7betagal myoblasts, beta-gal FDG fluorescence, 48 h; Potency, µM (highest dose often 38.3 µM), without a hit: at the highest dose activation, most hits filed as activators; actives 0.064% (n = 350,000);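 also: potency is read from the fitted curve at half-maximal effect; 100% = response of the positive control SU9516; nearly all actives have a fitted effect of over 60% in size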
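alpha7betagal+/- myoblasts (passage 13, 250/well) treated 48 h at 37C with compounds at 1:260 dilution of DMSO stock. Lysed, then beta-galactosidase activity read as FDG fluorescence (ex 480/em 540) after 30 min, with pre-read for autofluorescence.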
MBNL1 CUG block = inhibitors of human MBNL1 binding to CUG repeat RNA; Q9NR56; TR-FRET MBNL1-His/biotin-(CUG)12 binding, 665/545 ratio; Potency, µM (highest dose often 57.5 µM), inactives show at the top dose activity change, negative = inhibition, hits mostly inhibitors; actives 0.036% (n = 280,000); AID 2675; active = well fitted inhibition curve with a large enough effect in the signal ratio, with a control signal flat, not every such curve was filed as active; inconclusive = small, poorly fitted or top-dose-only effect, or effect the other way, or a change in a side signal; inactive = no such curve, though single readings can be large or run the other way; the % refers to the signal ratio; also: potency is read from the fitted curve at half-maximal effect; % is scaled to controls: 0 for no effect and ±100 for the full control effect
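Inhibition of protein-RNA binding appears as loss of TR-FRET between terbium anti-His antibody on MBNL1-His and streptavidin-XL665 on biotin-(CUG)12. Activity is normalized to buffer-only and uninhibited-complex controls.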
Numbers without * were called inactive; i = inactive; ? = inconclusive; / = no result given; [ ] = remark or other dose. Unless noted, calls follow the shape of the dose curve; as a rule, active = well fitted curve in the direction sought with a large enough effect; inconclusive = small, poorly fitted or top-dose-only effect, or another doubt; inactive = no such curve, though single readings can be large; an effect the other way counts as inactive or inconclusive.

#1 COc1cccc(NCc2cc(=O)oc3cc(-c4ccccc4)c(O)cc23)c1
#2 CC1(C)C2(C#N)C(N)=NC3(OCCO3)C12C#N (stereo not given)
#3 O=C(COc1cc2oc(=O)c3c(c2cc1Cl)CCC3)Nc1ccc(CN2CCOCC2)cc1
#4 Cc1ccc(S(=O)(=O)NC23CC4CC(CC(C4)C2)C3)cc1
#5 CC1(C)O[C@@H]2C[C@H]3[C@@H]4C[C@H](F)C5=CC(=O)CC[C@]5(C)[C@H]4[C@@H](O)C[C@]3(C)[C@]2(C(=O)CO)O1
#6 COc1ccc(C23NCCN2C(=O)c2ccccc23)cc1 (stereo not given)
#7 O=C1CCC/C1=C\Nc1ccc(Cl)c([N+](=O)[O-])c1
#8 Cc1ccc(C#CC[N+]2(CC#Cc3ccc(C)cc3)CCCCC2)cc1
#9 COc1ccc(-c2ccnc3[nH]n(-c4ccccc4)c(=O)c23)cc1
#10 CCCCCCCCCCOC(=O)Cn1c(COc2ccccc2OC)[n+](C)c2ccccc21

assay / entry,1,2,3,4,5,6,7,8,9,10
AT treatment,0%,-2%,-3%,6%,-3%,27%,-1%,5%,-16%,3%
TRPV1 ag,7,-1,3,19,4,1,27,1,16,0
KCNH2 3.1 block,3,2,11,2,9,-10,3,4,6,-30
MLL CXXC-DNA inh,11%,-3%,0%,/,2%,9%,16%,14%,-1%,73%[activator]
S-ASM inh,7%,5%,0%,-3%,1%,-1%,0%,-8%,-1%,?
GALK inhibitor,-1%,0%,8%,/,1%,1%,0%,-5%,-4%,0%
Coupling enz,1,3,-1,/,-17,2,-1,0,0,1
KCNH2 WT inh,10,-14,-5,-16,11,-10,-2,-3,9,-4
a7 integrin act,-22%,-2%,?,0%,/,-20%,-9%,?,19%,?
MBNL1 CUG block,9%,-3%,-10%,/,-13%,9%,?,1%,2%,-2%

#11 Cc1nc(SCC(=O)NC(=O)NCc2ccccc2)nc(C)c1C
#12 CNC(=O)Nc1cc(C)nn1C
#13 O=C(OC1CCOC1=O)c1cc(-c2ccccc2)nc2ccccc12 (stereo not given)
#14 C=CCOc1ccc(C(=O)Nc2ccccc2C(=O)N2CCCC2)cc1
#15 COC(=O)[C@H](C)NC(=O)Nc1ccc(C)c(C)c1
#16 Cc1cc(C)n(-c2nc(SCC(=O)O)c3c4c(sc3n2)CCCC4)n1
#17 O=C(Nc1cccc(C(=O)O)c1)/C(=C\c1ccco1)NC(=O)c1ccccc1
#18 Cc1nc2ccccc2n1CSc1ccccc1
#19 O=[N+]([O-])c1ccc(CSc2ccccn2)cc1
#20 O=C(NCC(=O)N1CCCCCCC1)c1ccco1

assay / entry,11,12,13,14,15,16,17,18,19,20
AT treatment,/,2%,-3%,10%,3%,7%,0%,3%,5%,1%
TRPV1 ag,13,-1,22,2,1,1,-1,4,-1,2
KCNH2 3.1 block,-3,42,-3,16,4,/,5,4,-12,-3
MLL CXXC-DNA inh,13%,1%,5%,13%,7%,-9%,-3%,15%,-11%,/
S-ASM inh,3%,6%,-7%,0%,2%,/,5%,-2%,-3%,5%
GALK inhibitor,3%,1%,-1%,7%,-2%,1%,5%,3%,-4%,/
Coupling enz,7,0,2,2,0,3,5,1,0,/
KCNH2 WT inh,1,/,2,0,-5,/,-3,-1,8,-4
a7 integrin act,14%,-28%,-7%,7%,3%,/,25%,-10%,-6%,-20%
MBNL1 CUG block,-2%,0%,?,0%,1%,-16%,14%,5%,?,/

#21 COc1ccc(NC(=O)N(Cc2cc3cc(C)ccc3[nH]c2=O)CC2CCCO2)cc1 (stereo not given)
#22 Cc1cc(C)c(C)c(S(=O)(=O)N2CCC(C(=O)N3CCCCCCC3)CC2)c1C
#23 NC(=O)N/N=C/c1sc(N2CCCCC2)nc1-c1cccs1
#24 CCOC(=O)C(=O)c1csc(NC(=O)COc2ccc(N(C)S(=O)(=O)c3ccc(F)cc3)cc2)n1
#25 COc1ccc(CCNC(=O)C2CCN(S(=O)(=O)N3CCC(C)CC3)CC2)cc1OC
#26 COC(=O)NCc1ccc(CNC(=O)OC)cc1
#27 O=C(O)CCCC(=O)Nc1ccc(OCc2nc3ccccc3s2)cc1
#28 O=C(O)Cc1nc(-c2cccnc2)sc1-c1ccc(Br)cc1
#29 CCOC(=O)C(CCCCC(NC(C)=O)(C(=O)OCC)C(=O)OCC)(NC(C)=O)C(=O)OCC
#30 Cc1ccc(OCc2nnc(NC(=O)Cc3cccs3)s2)cc1

assay / entry,21,22,23,24,25,26,27,28,29,30
AT treatment,2%,12%,/,/,-2%,2%,-1%,1%,0%,0%
TRPV1 ag,22,6,/,-7,2,-5,-2,0,-5,1
KCNH2 3.1 block,-41,2,-3,-41,-10,3,-9,6,-5,/
MLL CXXC-DNA inh,10%,0%,/,-3%,0%,9%,3%,0%,-7%,20%
S-ASM inh,-10%,-1%,41%[activator],0%,1%,0%,1%,4%,2%,/
GALK inhibitor,-1%,-4%,/,0%,2%,-2%,0%,-9%,2%,4%
Coupling enz,0,2,/,1,/,3,11,-2,0,4
KCNH2 WT inh,-14,?,-2,-1,8,-4,i,-13,-10,/
a7 integrin act,28%,0%,-40%[inhibitor],10%,-15%,3%,0%,?,-2%,/
MBNL1 CUG block,-3%,1%,/,9%,1%,-3%,5%,/,-11%,0%

#31 Cc1ccc(S(=O)(=O)N2CCN(S(=O)(=O)N3CCOCC3)CC2)cc1
#32 Cc1cc(C)cc(OCC(=O)N2CCCCCC2)c1
#33 O=C(O)c1cc(Br)ccc1NN=C1CCCCC1
#34 Cc1ccc(C(=O)Nc2ccc(S(=O)(=O)Nc3ncccn3)cc2)cc1[N+](=O)[O-]
#35 COc1ccc(/C=N\NC(=O)c2ccc(-c3ccccc3)cc2)cc1COC(C)=O
#36 O=C(Nc1cccc2ccccc12)N1CCN(Cc2ccc3c(c2)OCO3)CC1
#37 COc1ccc(NC(=O)c2c(C)nn(Cc3ccccc3)c2Cl)cc1S(=O)(=O)N1CCOCC1
#38 N#Cc1cccc(NC(=O)CN2CCCCCC2)c1
#39 CCCC(C(=O)Nc1ccc(S(=O)(=O)N2CCCC2)cc1)c1ccccc1 (stereo not given)
#40 CC(=O)c1c(C(C)=O)c(C)n(-c2nc(-c3ccc(Br)cc3)c(C)s2)c1C
#41 O=C(Oc1cccc([N+](=O)[O-])c1)c1cc(-c2ccccc2)nc2ccccc12

assay / entry,31,32,33,34,35,36,37,38,39,40,41
AT treatment,-4%,2%,2%,8%,0%,0%,2%,6%,2%,10%,2%
TRPV1 ag,1,-4,-2,-4,4,?,3,-1,14,-3,0
KCNH2 3.1 block,11,9,15,6,/,-9,5,14,2,-4,-9
MLL CXXC-DNA inh,-6%,-2%,-7%,-7%,4%,0%,1%,10%,/,-1%,1%
S-ASM inh,1%,3%,/,4%,23%,1%,-4%,1%,-5%,-20%,-7%
GALK inhibitor,-2%,1%,/,-2%,3%,-1%,12%,-2%,/,0%,-6%
Coupling enz,0,1,1,0,/,-1,0,1,/,0,/
KCNH2 WT inh,12,31,4,-18,13,-2,21,10,-1,2,-16
a7 integrin act,24%,-13%,24%,2%,0%,22%,11%,-4%,15%,-30%,3%[7.66 µM]
MBNL1 CUG block,-18%,7%,-2%,16%,16%,6%,-4%,-12%,/,1%,8%

Five compounds picked at random from the list so far, as already listed:
#1 COc1cccc(NCc2cc(=O)oc3cc(-c4ccccc4)c(O)cc23)c1
#3 O=C(COc1cc2oc(=O)c3c(c2cc1Cl)CCC3)Nc1ccc(CN2CCOCC2)cc1
#29 CCOC(=O)C(CCCCC(NC(C)=O)(C(=O)OCC)C(=O)OCC)(NC(C)=O)C(=O)OCC
#12 CNC(=O)Nc1cc(C)nn1C
#36 O=C(Nc1cccc2ccccc12)N1CCN(Cc2ccc3c(c2)OCO3)CC1

assay / entry,1,3,29,12,36
AT treatment,0%,-3%,0%,2%,0%
TRPV1 ag,7,3,-5,-1,?
KCNH2 3.1 block,3,11,-5,42,-9
MLL CXXC-DNA inh,11%,0%,-7%,1%,0%
S-ASM inh,7%,0%,2%,6%,1%
GALK inhibitor,-1%,8%,2%,1%,-1%
Coupling enz,1,-1,0,0,-1
KCNH2 WT inh,10,-5,-10,/,-2
a7 integrin act,-22%,?,-2%,-28%,22%
MBNL1 CUG block,9%,-10%,-11%,0%,6%

Screens (PubChem BioAssay)
